High-throughput results as filed in PubChem BioAssay.
UBC13 inh = human UBC13 polyubiquitination inhibition. P61088. UBC13 polyubiquitin chain formation, TR-FRET. inhibition, % at 20 µM. 330,000 compounds, 0.47% hits. AID 485273; in the data active = inhibition above about 45%, passing the limit was not always enough; inconclusive = no clear call, values can overlap the other calls
Target sequence (P61088 whole entry, looked up): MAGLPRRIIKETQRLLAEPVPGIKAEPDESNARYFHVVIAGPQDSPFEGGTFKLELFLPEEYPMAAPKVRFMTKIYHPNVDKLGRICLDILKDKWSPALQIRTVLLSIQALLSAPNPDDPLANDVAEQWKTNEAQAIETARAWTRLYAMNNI
SENP8 block = blocks the human protease SENP8 | purified SENP8, Z-RLRGG-aminoluciferin cleavage, luminescence | AID 2540 | inhibition, % at 10 µM | 330,000 compounds, 1.2% hits | Q96LD8
Target sequence (Q96LD8 whole entry, looked up): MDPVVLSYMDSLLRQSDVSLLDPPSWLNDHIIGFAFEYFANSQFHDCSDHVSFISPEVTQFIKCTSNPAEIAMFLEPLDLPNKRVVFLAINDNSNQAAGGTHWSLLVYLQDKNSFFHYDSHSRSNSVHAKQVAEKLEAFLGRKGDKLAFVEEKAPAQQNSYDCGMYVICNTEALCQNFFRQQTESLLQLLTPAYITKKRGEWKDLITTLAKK
EBI2 antag = EBI2 (human) antagonism. EBI2 beta-arrestin recruitment, luminescence, 7a,25-OHC stimulated. inhibition, % at 5 µM. 360,000 compounds, 0.81% hits. AID 651636; in the data active = inhibition above about 38%;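 also: enzyme fragment complementation signal reports receptor beta-arrestin coupling in cells; 0% = agonist plus DMSO wells and 100% = wells without agonist; some results beyond the cut were filed as inactive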
Jurkat NFkB inh = inhibitors of the PMA/ionomycin-induced NF-kB reporter in Jurkat cells; PMA/ionomycin-induced NF-kB luciferase reporter, luminescence; inhibition, % at 4 µM; 330,000 compounds, 0.53% hits; AID 435003
697 NFkB inh = lowers PMA/ionomycin-induced NF-kB signal in 697 B cells. AID 435022. 330,000 compounds, 0.33% hits. inhibition, % at 4 µM. 697 B-cell NF-kB luciferase reporter, 16 h; in the data active = inhibition above about 35%
Apaf-1 inh = blocks human Apaf-1 apoptosome activity; O14727; reconstituted apoptosome caspase-3 activity, DEVD-Rh110 fluorescence; inhibition, % at 20 µM; 330,000 compounds, 0.71% hits; active = inhibition of at least 40% at 20 µM;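 also: plate controls were DMSO wells for no effect and DEVD-CHO caspase inhibitor wells for full effect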
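detection = Rh110 fluorescence intensity | test system = biochemical Apaf-1 apoptosome reconstitution | also added = cytochrome c and DEVD-Rh110 substrate | schedule = 30 min plus 50 min, RT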
CCR6 antag = CCR6 (human) receptor antagonism. CHO-K1 CCR6 PathHunter beta-arrestin, luminescence, CCL20-stimulated. inhibition, % at 20 µM. 340,000 compounds, 0.49% hits;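 active = compounds whose inhibition of the agonist-driven luminescence signal at 20 µM reaches about 50%, limit read from the data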;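 also: cells stimulated with CCL20 at 14 nM final; plate controls were DMSO with CCL20 for no effect and DMSO without agonist for full effect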
Target sequence (P51684 whole entry, looked up): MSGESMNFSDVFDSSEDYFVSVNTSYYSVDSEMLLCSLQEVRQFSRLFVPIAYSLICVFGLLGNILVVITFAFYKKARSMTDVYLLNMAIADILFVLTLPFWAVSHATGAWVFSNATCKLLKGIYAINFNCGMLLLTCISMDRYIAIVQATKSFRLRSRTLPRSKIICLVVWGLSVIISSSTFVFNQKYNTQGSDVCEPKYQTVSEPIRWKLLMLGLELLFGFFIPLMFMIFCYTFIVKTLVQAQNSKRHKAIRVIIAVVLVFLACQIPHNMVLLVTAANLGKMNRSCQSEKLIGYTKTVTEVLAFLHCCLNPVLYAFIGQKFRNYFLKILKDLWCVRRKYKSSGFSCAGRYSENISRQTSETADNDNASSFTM
Gli-Sufu block = Gli-Sufu pathway antagonism | inhibition, % at 5 µM | 340,000 compounds, 0.74% hits | Sufu-KO-LIGHT fibroblasts, Gli luciferase reporter luminescence | AID 588413;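 active = inhibition above about 55%, limit read from the data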;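 also: 0% = DMSO-treated cells and 100% = wells with medium but no cells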
* = called active by the depositor; ? = inconclusive; . = no result given. Rule as the data show it, unless noted: active = inhibition above about 50%; inactive = the rest. An excerpt. The share of hits here may be higher or lower than overall.

Results follow in this order: UBC13 inh	SENP8 block	EBI2 antag	Jurkat NFkB inh	697 NFkB inh	Apaf-1 inh	CCR6 antag	Gli-Sufu block
#1 CCOc1ccc(S(=O)(=O)Nc2ccccc2C(=O)NCC2CCCO2)cc1 (stereo not given)
  10.2	-1.8	-5.3	-2.1	2.8	-8.4	10.2	4.7
#2 N/C(=N\OC(=O)CCC1CCCCC1)c1ccc([N+](=O)[O-])cc1
  -3.9	-3.7	5.3	-19.1	-43.3	21.7	-3.7	-9.8
#3 Cc1c(OC(C)C(=O)NCCCN2CCOCC2)ccc2c3c(c(=O)oc12)CCCC3 (stereo not given)
  -9.3	9.2	1.4	2.1	-3.2	-4.3	0.2	16.9
#4 Cc1cc([N+](=O)[O-])cnc1Sc1nccn1C
  0.9	-5.2	-20.8	5.0	3.3	-12.2	-19.3	-24.9
#5 C/C(=N/NC(=O)c1ccc(Br)s1)c1cccnc1
  2.5	1.2	0.3	-15.5	-12.4	2.7	-2.4	-14.8
#6 COc1ccc(-c2nnc(Nc3nc4c(OC)cccc4s3)o2)c(OC)c1
  1.3	0.6	-9.1	26.3	-49.7	5.9	-6.1	27.5
#7 COCCn1c(=O)[nH]c2cc(C(=O)N3CCN(c4cccc(C(F)(F)F)c4)CC3)ccc2c1=O
  0.4	-0.2	-3.0	9.9	-15.2	10.2	5.2	3.1
#8 COc1nc(Nc2ccc(C(C)=O)cc2)nc(OC)n1
  -2.6	-6.9	-0.4	2.0	12.1	-30.2	7.7	-14.3
#9 Cc1cc(/C=C(\C#N)C(=O)O)c(C)n1-c1ccc(Br)cc1
  -13.9	-6.4	-0.3	-15.4	-12.7	-6.8	8.9	0.3
#10 O=C(Nc1ccccn1)c1ccc2c(c1)OCO2
  16.0	52.3*	-6.3	-78.0	-77.5	-30.7	6.9	-40.1
#11 FC(F)C(F)(F)Oc1cccc(-c2n[nH]c(=S)n2Cc2ccccc2)c1
  5.0	-7.4	-1.8	7.7	-7.9	11.8	1.9	-3.7
#12 CC(=O)NCCNc1nc2c(-c3cccc(C)c3)nnn2c2ccccc12
  5.2	-1.9	3.5	-17.2	-7.2	2.6	4.4	-17.9
#13 O=C(NNC(=O)C1CCN(c2ncccn2)CC1)c1ccccc1
  -2.2	-10.1	-6.2	4.6	-0.1	-2.4	2.3	-5.1
#14 O=C(CSCc1ccccc1)Nc1ccc2c(c1)OCO2
  8.0	-3.1	-10.1	-73.3	3.5	2.3	7.8	0.2
#15 O=C(Cc1ccc(-n2c(=O)c3sccc3n(CC(=O)Nc3ccccc3)c2=O)cc1)NCc1ccco1
  5.7	-0.6	-2.9	4.3	5.8	-13.0	6.4	-2.8
#16 COc1cccc(/C=N/Nc2ccc([N+](=O)[O-])cc2)c1O
  -48.6	61.5*	15.0	-117.3	-46.9	13.4	34.7	.
#17 CNc1nc(N)c([N+](=O)[O-])c(NCC2CCCO2)n1 (stereo not given)
  0.4	2.6	4.0	0.9	-7.0	-7.8	-12.7	-1.2
#18 COc1ccc(CC(=O)Nc2ccc(/C(C)=N/NC(=O)c3cccc([N+](=O)[O-])c3)cc2)cc1
  3.1	-0.4	-4.7	-7.8	-22.0	-8.5	7.4	-0.3
#19 O=C(Nc1ccccc1N1CCOCC1)C1=NN(c2ccccc2)C(=O)CC1
  3.7	-5.3	15.9	11.4	0.7	12.4	17.7	30.6
#20 COc1ccc(C2=NOC(Cn3c(Cc4ccc(Cl)cc4)nc4c3c(=O)n(C)c(=O)n4C)C2)cc1 (stereo not given)
  5.0	-9.4	10.7	-5.0	-6.0	21.5	12.0	3.7
#21 Cc1cc(CNC(=O)COc2cc(F)ccc2[N+](=O)[O-])c2ccccc2n1
  1.8	1.1	-5.5	-6.3	-15.3	-3.3	-2.7	26.5
#22 O=S1(=O)C=CC(c2ccccc2)C1 (stereo not given)
  -5.5	-3.5	1.0	-10.6	-22.0	-2.9	8.6	1.9
#23 CCOC(=O)N1CCN(CCC(=O)Nc2cc(OC)cc(OC)c2)CC1
  2.5	10.5	-11.6	-8.4	6.1	-6.3	8.7	4.2
#24 O=C(CNC(=S)N(Cc1ccccc1)Cc1cccnc1)N1CCOCC1
  -7.4	6.2	-4.6	3.7	11.7	-11.1	2.0	3.2
#25 COc1ccc(C(=O)C2CCCN(C(=O)COc3ccc(C(C)=O)cc3)C2)cc1F (stereo not given)
  3.8	2.4	2.9	-4.1	17.6	-17.0	11.6	2.2
#26 COc1cc(/C=C(\C#N)C(=O)c2c[nH]c3ccccc23)cc(OC)c1O
  -281.3	-6.5	10.0	-3.3	15.2	6.0	57.5*	.
#27 COc1ccc(/C=C(/C(=O)Nc2ccccc2C(=O)NC(C)C)c2ccccc2)cc1
  -5.0	-0.2	0.2	8.5	1.3	21.1	-3.2	21.3
#28 Cc1ccccc1OCc1nc(-c2ccccc2)no1
  3.5	-14.7	9.0	-91.2	-113.8	11.8	14.3	-71.1
#29 Cc1ccc(OCCCC(=O)NC2CCCCC2)cc1
  3.7	-0.8	1.6	1.4	19.0	6.6	15.0	6.4
#30 S=c1[nH]cc(-c2ccccc2)n1-c1ccccc1Cl
  1.7	-10.3	-12.5	-6.1	-5.9	6.8	12.2	-0.4
#31 CC1CCCN(C2(O)C(=O)Nc3ccc(Cl)cc32)C1 (stereo not given)
  -7.5	-5.1	6.3	11.7	5.0	2.6	3.8	2.7
#32 CC(C)(C)c1nc(SCC(=O)Nc2ccc(N3CCOCC3)cc2)c2ccccc2n1
  -3.5	0.0	-3.5	16.1	-16.5	-10.7	7.2	4.3
#33 Cc1ccc(-c2ccc(/C=C3\C(=O)ON=C3c3ccccc3)o2)c([N+](=O)[O-])c1
  -23.3	10.7	-0.6	-8.1	10.7	-17.3	62.1*	-2.7
#34 Cc1ccccc1OCC(=O)NC(=S)Nc1ccc(N2CCCC2)cc1
  -0.9	-4.7	-7.1	-16.6	-6.8	5.8	-9.0	5.5
#35 CC(=O)N1c2ccc(S(=O)(=O)N(C)CC(=O)NC(C)c3ccccc3)cc2CC1C (stereo not given)
  0.3	-15.0	-8.6	4.6	-6.7	-4.0	20.6	-7.5
#36 CCOc1ccc(NC(=O)NC(=O)N(C(C)C)S(C)(=O)=O)cc1
  6.5	-2.9	-2.4	2.9	4.7	6.0	7.1	-32.9
#37 Cc1cccc(-c2cc3nc4c(c(N5CCCC(O)C5)n3n2)CCC4)c1 (stereo not given)
  10.4	9.1	21.6	-29.7	-12.0	14.4	-0.2	6.2
#38 CC1C2CC(C(S(=O)(=O)N3CCOCC3)C2=O)C1(C)C (stereo not given)
  5.1	-1.9	-3.0	-14.5	8.0	1.8	-2.3	-7.0
#39 CCN(CC)C1=CC(=O)OC12CCCCC2
  2.5	-5.9	-19.6	0.8	8.9	-3.3	-6.3	1.3
#40 O=C(Cn1cnc2c(OCc3ccccc3)ncnc21)NCCCN1CCCC1=O
  -21.8	-2.6	-19.8	-14.5	-6.3	-6.8	-3.7	6.7
#41 CN1CCc2nc(SCCOc3ccccc3)c(C#N)cc2C1
  ?	3.8	-5.0	-9.4	2.6	-3.4	26.8	2.6
#42 O=C(CN1C(=O)NC2(CCCCCCC2)C1=O)Nc1cccc(Br)c1
  15.0	0.6	8.7	-8.5	-2.7	15.5	15.3	-15.2
#43 Cc1cccc(OC(C)C(=O)Nc2ccccc2C(=O)N2CCCCC2)c1 (stereo not given)
  -0.4	-0.2	-1.0	1.8	-10.1	9.7	5.1	4.4
#44 Cc1ccc(NC(=S)NCCc2ccccc2)nc1
  8.6	-2.4	9.4	-34.6	-54.3	8.1	-2.6	-33.6
#45 c1cncc(-c2ccc3ncnc(NCc4cccs4)c3c2)c1
  14.8	10.2	-7.9	-7.9	0.8	2.0	-2.2	-18.3
#46 O=C(CN1CCc2ccccc2C1)Nc1ccc(F)cc1
  3.2	-10.0	0.2	0.2	3.7	7.4	-1.6	-0.2
#47 Cc1cc(C)c2c(c1)OC(=O)CC2c1ccccc1C (stereo not given)
  .	.	8.6	.	-1.9	17.2	23.3	0.8
#48 COc1cc2c(cc1NC(=O)CSCC(=O)O)oc1ccccc12
  0.5	-4.3	-7.1	2.5	35.7*	-0.4	13.4	-3.5
#49 CCCCc1ccc(NC(=O)C2CCN(S(C)(=O)=O)CC2)cc1
  -2.7	-5.2	-3.5	-10.2	-8.6	2.1	6.1	-0.9
#50 Cc1ccccc1C(=O)N1CCN(c2ccc(NC(=O)Cc3ccccc3)cc2)CC1
  -2.5	-4.2	15.1	-1.5	-40.4	-0.5	9.6	4.5
#51 c1ccc2c(c1)OCC(c1nn3cnnc3s1)O2 (stereo not given)
  6.9	1.5	-0.7	4.0	17.3	-2.2	16.4	-3.9
#52 NC(=O)CSc1nnc(C2CC2)n1-c1ccccc1
  2.6	-3.0	-5.0	11.6	10.0	-13.3	3.3	-2.9
#53 O=C(Nc1ccccc1)C1=C[C@H](c2ccc(C(F)(F)F)cc2)C[C@H](OCCCCO)O1
  -7.8	-11.1	6.1	-42.9	-0.6	17.2	9.2	-10.1
#54 Cc1cc(C)c(NC(=O)Cn2c(=O)c3cccn3c3ccccc32)c(C)c1
  -7.8	11.5	10.9	5.4	6.0	0.7	-0.9	-0.7
#55 O=C(CSc1nn(-c2ccccc2)c(=S)s1)Nc1ncccn1
  -7.4	-6.5	13.3	3.5	-9.2	10.0	7.3	-0.6
#56 O=C(Nc1cccnc1)c1ccc(S(=O)(=O)c2ccc(Cl)cc2)cc1
  -11.3	-3.6	7.4	18.7	5.1	9.3	-1.6	1.8
#57 O=C(NC(=S)Nc1ncc(Br)cc1Br)c1cncc(Br)c1
  1.0	6.6	-2.1	-3.0	1.8	2.4	18.5	-20.8
#58 CCC(=O)c1cn(CC(=O)Nc2ccc(C)cc2C)c2ccccc12
  -2.8	-8.7	24.9	-13.1	-0.9	1.7	1.0	5.4
#59 CCOC(=O)c1cnc(SCC(=O)c2ccc(Cl)cc2)nc1N
  6.7	-7.3	-2.2	-2.9	3.9	4.9	-3.6	-5.6
#60 COc1ccccc1CC(=O)Nc1cc2oc3ccccc3c2cc1OC
  5.4	-1.9	25.3	-1.4	6.3	-15.3	3.7	3.9

In the list so far, these have a Cl atom.
Results follow in this order: UBC13 inh	SENP8 block	EBI2 antag	Jurkat NFkB inh	697 NFkB inh	Apaf-1 inh	CCR6 antag	Gli-Sufu block
#20 COc1ccc(C2=NOC(Cn3c(Cc4ccc(Cl)cc4)nc4c3c(=O)n(C)c(=O)n4C)C2)cc1 (stereo not given)
  5.0	-9.4	10.7	-5.0	-6.0	21.5	12.0	3.7
#30 S=c1[nH]cc(-c2ccccc2)n1-c1ccccc1Cl
  1.7	-10.3	-12.5	-6.1	-5.9	6.8	12.2	-0.4
#31 CC1CCCN(C2(O)C(=O)Nc3ccc(Cl)cc32)C1 (stereo not given)
  -7.5	-5.1	6.3	11.7	5.0	2.6	3.8	2.7
#56 O=C(Nc1cccnc1)c1ccc(S(=O)(=O)c2ccc(Cl)cc2)cc1
  -11.3	-3.6	7.4	18.7	5.1	9.3	-1.6	1.8
#59 CCOC(=O)c1cnc(SCC(=O)c2ccc(Cl)cc2)nc1N
  6.7	-7.3	-2.2	-2.9	3.9	4.9	-3.6	-5.6

Following part.
Results follow in this order: UBC13 inh	SENP8 block	EBI2 antag	Jurkat NFkB inh	697 NFkB inh	Apaf-1 inh	CCR6 antag	Gli-Sufu block
#61 COc1c(C(C)C)oc2cc3oc(=O)ccc3cc12
  -2.7	-9.7	-1.7	-13.9	-0.9	-3.6	6.5	-21.9
#62 CS(=O)(=O)c1nc(-c2ccco2)cc(C(F)(F)F)n1
  -9.6	-2.4	.	29.5	-66.3	15.8	.	.
#63 CC(=O)Nc1ccc(Nc2cc(C)c3ccccc3n2)cc1
  7.0	-5.2	-2.1	6.7	3.0	-8.2	5.5	-6.3
#64 COc1ccc(CN2C(=NC(=O)CCc3ccccc3)SC3CS(=O)(=O)CC32)cc1 (stereo not given)
  -3.4	3.3	11.8	0.5	-1.8	6.9	8.6	9.6

Results in CCR6 antag (2 entries from above):
| No. | smiles | CCR6 antag |
| --- | --- | --- |
| 27 | COc1ccc(/C=C(/C(=O)Nc2ccccc2C(=O)NC(C)C)c2ccccc2)cc1 | -3.2 |
| 28 | Cc1ccccc1OCc1nc(-c2ccccc2)no1 | 14.3 |
